Bioassay records: PubChem BioAssay, several laboratories
E coli WT exp – growth inhibitors of wild-type E. coli, primary screen, strain BW25113, expanded library, OD600 | OD600 absorbance | hit rate 0.15% among 98,000 | growth inhibition, % at 100 µM;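 active means growth inhibition above about 50% at one test dose, limit read from the data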;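 further: growth measured after 20 h incubation at 37 °C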
PLAP act – PLAP enzyme activators, biochemical, luminescence, HTS | purified PLAP enzyme, luminescent substrate read-out; active compounds read high | hit rate 1.2% among 96,000 | activation fold at 20 µM; in the data active means activation fold above about 2
EphB4 ephrin blk – EphB4-ephrin-B2 interaction antagonists, primary screen, biochemical, TNYL-RAW peptide probe, fluorescence polarization | Ephrin type-B receptor 4 (Homo sapiens), P54760 | EphB4 LBD / TNYL-RAW-Alexa532 peptide | inhibition, % at 7 µM | hit rate 0.15% among 97,000;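 active means inhibition above the screen-wide mean inhibition plus 3 SD, cut at about 15% in these data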;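 further: 0% = DMSO wells and 100% = excess unlabeled TNYL-RAW peptide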
CYP2C9 activ – human CYP2C9 activators, primary screen, biochemical, luminescence; recombinant CYP2C9, luciferin-H conversion; active compounds read high; factor 1 = untreated enzyme, 0 = blocked; hit rate 1.4% among 96,000; activation factor at 5 µM; Cytochrome P450 2C9 (Homo sapiens), P11712;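 active means activation factor of 2 or more for CYP2C9 at a 5 µM dose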;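 further: 0 = sulfaphenazole-blocked wells and 1 = vehicle-only wells; values of inactives mirror those of a sister screen read the other way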
Target sequence (P11712 whole entry, looked up): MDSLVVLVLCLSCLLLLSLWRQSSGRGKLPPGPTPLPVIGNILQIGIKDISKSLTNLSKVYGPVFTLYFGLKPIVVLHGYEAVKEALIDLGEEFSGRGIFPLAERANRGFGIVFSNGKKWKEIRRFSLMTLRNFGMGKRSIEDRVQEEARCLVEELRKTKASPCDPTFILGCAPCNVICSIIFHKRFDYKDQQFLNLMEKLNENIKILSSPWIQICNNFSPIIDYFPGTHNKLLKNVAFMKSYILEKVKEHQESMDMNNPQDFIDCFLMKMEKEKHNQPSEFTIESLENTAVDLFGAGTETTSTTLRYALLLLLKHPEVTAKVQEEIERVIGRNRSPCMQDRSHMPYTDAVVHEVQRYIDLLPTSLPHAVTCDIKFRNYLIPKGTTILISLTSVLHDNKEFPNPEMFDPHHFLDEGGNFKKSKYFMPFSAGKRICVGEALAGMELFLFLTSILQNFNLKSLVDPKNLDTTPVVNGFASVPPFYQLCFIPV
CYP2C9 inhib – blockers of cytochrome P450 2C9 activity – biochemical, luminescence, ADME assay, primary screen; hit rate 20% among 96,000; inhibition, % at 5 µM; P11712; CYP2C9 Supersomes, luciferin-H conversion;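 active means blocking of liver enzyme CYP2C9 beyond about 50% at 5 µM, limit read from the data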; further: values of inactives mirror those of a sister screen read the other way
CYP2C19 act – human CYP2C19 activators, primary screen, biochemical, luminescence. 96,000 tested, under 10 active. recombinant CYP2C19, luciferin-H EGE luminescence; active compounds read high; 0 = fully inhibited enzyme, 1 = untreated enzyme. activation factor at 5 µM. AID 1025, 2008;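 active means activation factor of at least 2 at 5 µM in the primary screen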;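 further: 0 = wells with 2.5 mM tranylcypromine and 1 = vehicle-only wells; values of inactives mirror those of a sister screen read the other way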
Target sequence (P33261 whole entry, looked up): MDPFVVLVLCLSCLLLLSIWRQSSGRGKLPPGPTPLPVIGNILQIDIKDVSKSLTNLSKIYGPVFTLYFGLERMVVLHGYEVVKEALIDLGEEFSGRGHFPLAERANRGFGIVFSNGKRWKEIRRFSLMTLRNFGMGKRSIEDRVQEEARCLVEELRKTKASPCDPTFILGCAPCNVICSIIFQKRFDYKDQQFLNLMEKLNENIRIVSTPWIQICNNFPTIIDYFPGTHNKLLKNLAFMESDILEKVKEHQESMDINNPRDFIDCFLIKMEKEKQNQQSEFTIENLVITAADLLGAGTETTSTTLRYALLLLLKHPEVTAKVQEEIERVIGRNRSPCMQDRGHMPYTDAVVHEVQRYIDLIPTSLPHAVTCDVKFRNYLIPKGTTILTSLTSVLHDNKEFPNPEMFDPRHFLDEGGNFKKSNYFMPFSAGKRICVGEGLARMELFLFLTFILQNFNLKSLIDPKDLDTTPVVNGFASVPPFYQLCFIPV
PostGolgi yeast – phenotypic screen on post-Golgi transport, primary screen | post-Golgi transport phenotypic cell assay | inhibition, % at 10 µM | hit rate 0.9% among 98,000; in the data active means inhibition above about 30%;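 further: yeast cells grown in 1536-well plates; yeast grown about 18 h at 30C before absorbance read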
CYP2C19 inh – blockers of cytochrome P450 2C19 activity – biochemical, luminescence, ADME assay, primary screen; CYP2C19 Supersomes, luciferin-H EGE luminescence, 30 min; hit rate 21% among 96,000; P33261; inhibition, % at 5 µM; AID 778, 2007;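 active means CYP2C19 inhibition above a set limit at 5 µM in the primary screen, cut at about 50% in these data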;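 further: plate controls were negative control wells for no effect and 2.5 mM tranylcypromine positive control for full effect; values of inactives mirror those of a sister screen read the other way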
Pyk2 oligo antag – antagonists of Pyk2 self-association, primary screen, Q293 cells, FERM NanoBiT luminescence, HTS; active compounds read low; Protein-tyrosine kinase 2-beta (Homo sapiens), Q14289; hit rate 0.83% among 99,000; z-score (the deposit names both 25 µM and 10 µM); AID 1347419, 2020;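 active means Z-score of -3 or lower, scaled per plate to the spread of control and sample wells; inactive means z-score above -3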;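 further: negative z-score means lost luminescence so less FERM oligomerization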
The depositor's hits bear a star; . = no result given.

Structure,E coli WT exp,PLAP act,EphB4 ephrin blk,CYP2C9 activ,CYP2C9 inhib,CYP2C19 act,PostGolgi yeast,CYP2C19 inh,Pyk2 oligo antag
CCOC(=O)N1CCN(CC(O)COC2CC(C)CCC2C(C)C)CC1 (stereo not drawn),7,1.8,-1,0.5,48,0.4,1,57*,0.13
CS(=O)(=O)N1CCN(C(=O)c2ccccc2F)CC1,2,0.9,1,1.1,-9,0.4,0,57*,-0.19
O=C(NC1CC2CCCC(C1)N2S(=O)(=O)c1ccccc1)C1CCCCC1 (stereo not drawn),3,1.1,5,0.4,60*,0.7,-20,27,0.21
O=C(/C=C/c1ccccc1)N1CCN(c2ccc([N+](=O)[O-])c(N3CCOCC3)c2)CC1,-12,1.2,-4,0.3,72*,0.6,-5,42,-0.89
CC1OC(Nc2ccc(OC(F)(F)F)cc2)C(O)C(O)C1O (stereo not drawn),6,1,-3,1,-4,1,-2,-3,0.62
CCOC(=O)C1=C(Cc2ccc(OC)cc2)C(=O)c2ccccc2C1=O,-6,0.9,1,0.5,55*,0.4,18,56*,-0.26
CCN(CC)S(=O)(=O)c1ccc(O)c(C(=O)OCC(=O)N(C)Cc2ccccc2)c1,5,1,-5,0.2,75*,0.7,4,31,0.63
Cc1ccc(NC(=O)C2CC(=O)NC(N3CCc4ccccc43)=N2)cc1 (stereo not drawn),-6,1.1,6,1,-1,1,-4,-2,-0.16
Cc1ccc(NC(=O)CCn2nc(C)cc2C)c(C)c1,-3,0.9,.,1,-2,0.5,-7,53*,-0.45
Nc1nnc(SCCOc2ccccc2)s1,14,0.9,-9,0.4,63*,0.1,2,87*,-0.18
COn1c(SCC(=O)N(C)C)nc2ccccc2c1=O,-1,1,-10,1.1,-12,0.9,14,13,0.63
COc1ccc(N2CCN(C(=N)/C(C(C)=O)=C(\C)O)CC2)cc1,-2,0.9,6,1.1,-14,1.2,5,-19,-0.35
O=C(O)c1cc(-c2ccccc2Cl)n[nH]1,-11,0.9,0,1.1,-9,1.1,3,-9,0.35
O=C(CN1C2=NCCN2c2ccccc21)c1ccco1,4,0.9,2,1.1,-7,1.1,-4,-7,0.77
Cc1ccc(C2=NNC(C(O)C(O)C(O)C(O)CO)S2)cc1 (stereo not drawn),8,2*,9,0.9,7,0.9,-4,6,0.39
NC(=O)c1ccsc1NC(=O)c1ccco1,28,1,1,0.4,61*,0.6,-5,39,.
Cc1nn(Cc2ccc(F)cc2)c(C)c1NC(=O)c1cnn2c1NC(c1ccccc1)CC2C(F)(F)F (stereo not drawn),-2,1.5,-1,0.3,67*,0.7,18,32,-0.36
CCCCOC(=O)Nc1ccc(S(=O)(=O)Nc2cc(C)nc(C)n2)cc1,4,1,.,1.1,-6,1.2,0,-24,.
Cc1cc(C)n(-c2nc3c(c(=O)[nH]c(=O)n3C)n2CC(O)COc2ccccc2C)n1 (stereo not drawn),10,1.6,-6,0.8,19,0.3,-1,74*,-0.05
Cc1c(C(=O)NCc2ccc3c(c2)OCO3)oc2ccc(Br)cc12,0,1.3,3,0,97*,1,7,-1,0.26
C=C(C)COc1ccc(-c2n[nH]c(C)c2-c2ccc(OC)cc2)c(O)c1,25,1.6,1,0.5,47,0.5,-3,45,-2.4
Cc1noc(C)c1S(=O)(=O)N1CCN(Cc2ccc3c(c2)OCO3)CC1,1,1,-2,0.8,15,0.5,-9,48,.
COc1cc(SC#N)ccc1N=Cc1c(C)[nH]n(-c2ccc(Cl)cc2)c1=O,-7,1.2,-1,1,-2,1,10,0,0.09
CCc1nnc(N/N=C/c2ccccc2Cl)n1N,8,0.8,-8,1,-5,0.8,4,16,0.05
O=[N+]([O-])c1ccc(Nc2nc(N/N=C\c3ccc4c(c3)OCO4)nc(N3CCCCC3)n2)cc1,4,1.4,4,0.6,38,0.9,17,10,-1.8
COc1ccc(C2C(C#N)=C(N)OC3=C2C(=O)CC(C)(C)C3)c(OC)c1OC (stereo not drawn),2,1.1,.,0.3,71*,0.6,-15,40,-2.2
CC(=O)Nc1c(O)nc(SCC(=O)N2CCN(c3ccc(F)cc3)CC2)[nH]c1=O,3,0.9,0,1,0,0.9,23,9,1.2
CC(C)CCNC(=O)CN(Cc1ccc2c(c1)OCO2)C(=O)Cn1nnc(-c2cccs2)n1,-23,1.1,-2,0.1,92*,0.5,7,48,-1.4
O=C(Nc1ccc2nc(-c3cccnc3)[nH]c2c1)c1ccccc1F,5,0.9,1,0.7,33,0.7,6,35,-0.35
CCOC(=O)c1cc(=O)n2nc(-c3ccc(C)cc3)nc2s1,-3,1,3,0.9,13,0.9,-5,10,1.2

An excerpt from above in order of molecular weight, low to high:
Structure,E coli WT exp,PLAP act,EphB4 ephrin blk,CYP2C9 activ,CYP2C9 inhib,CYP2C19 act,PostGolgi yeast,CYP2C19 inh,Pyk2 oligo antag
Nc1nnc(SCCOc2ccccc2)s1,14,0.9,-9,0.4,63*,0.1,2,87*,-0.18
Cc1ccc(C2=NNC(C(O)C(O)C(O)C(O)CO)S2)cc1 (stereo not drawn),8,2*,9,0.9,7,0.9,-4,6,0.39
C=C(C)COc1ccc(-c2n[nH]c(C)c2-c2ccc(OC)cc2)c(O)c1,25,1.6,1,0.5,47,0.5,-3,45,-2.4
CCOC(=O)N1CCN(CC(O)COC2CC(C)CCC2C(C)C)CC1 (stereo not drawn),7,1.8,-1,0.5,48,0.4,1,57*,0.13
CCCCOC(=O)Nc1ccc(S(=O)(=O)Nc2cc(C)nc(C)n2)cc1,4,1,.,1.1,-6,1.2,0,-24,.
COc1ccc(C2C(C#N)=C(N)OC3=C2C(=O)CC(C)(C)C3)c(OC)c1OC (stereo not drawn),2,1.1,.,0.3,71*,0.6,-15,40,-2.2
Cc1c(C(=O)NCc2ccc3c(c2)OCO3)oc2ccc(Br)cc12,0,1.3,3,0,97*,1,7,-1,0.26
CC(=O)Nc1c(O)nc(SCC(=O)N2CCN(c3ccc(F)cc3)CC2)[nH]c1=O,3,0.9,0,1,0,0.9,23,9,1.2
CCN(CC)S(=O)(=O)c1ccc(O)c(C(=O)OCC(=O)N(C)Cc2ccccc2)c1,5,1,-5,0.2,75*,0.7,4,31,0.63
O=[N+]([O-])c1ccc(Nc2nc(N/N=C\c3ccc4c(c3)OCO4)nc(N3CCCCC3)n2)cc1,4,1.4,4,0.6,38,0.9,17,10,-1.8
Cc1nn(Cc2ccc(F)cc2)c(C)c1NC(=O)c1cnn2c1NC(c1ccccc1)CC2C(F)(F)F (stereo not drawn),-2,1.5,-1,0.3,67*,0.7,18,32,-0.36

Remaining list, next part.
Structure,E coli WT exp,PLAP act,EphB4 ephrin blk,CYP2C9 activ,CYP2C9 inhib,CYP2C19 act,PostGolgi yeast,CYP2C19 inh,Pyk2 oligo antag
Cn1c(=O)cc(OCCCC(=O)N2CCN(Cc3ccc4c(c3)OCO4)CC2)c2ccccc21,2,1.4,0,0.9,9,0.6,11,37,-0.35
C=CCOc1ccc(C2c3c(oc4ccccc4c3=O)C(=O)N2CCCN2CCOCC2)cc1 (stereo not drawn),-2,1.6,8,0.5,55*,0.6,3,36,0.04
CCC1CCCCN1C(=O)N[C@@H](CCSC)C(=O)OC (stereo partly drawn),-6,1.2,-9,1,3,0.9,3,14,1.3
COC(=O)c1ccc(NC(=O)C2CC2)o1,-2,1.1,-2,1,-3,1.1,3,-9,0.91
CCOC(=O)N1CCN(c2cc(C)c(C(C)=O)cc2F)CC1,0,1,-5,0.9,9,0.7,-9,29,0.78
CC1CCCN(C(=O)CNC(=O)Cn2ccc3ccccc3c2=O)C1 (stereo not drawn),11,1.1,-3,1.4,-38,1.1,2,-6,.
COc1cc(C(=O)COC(=O)CNC(=O)C2CCCCC2)cc(OC)c1OC,0,1.3,5,0.9,12,0.7,-22,26,0.42
Cn1cc(Cl)c(C(=O)N(Cc2ccccc2)c2ccccn2)n1,.,1.3,.,1.2,-17,1,.,3,.
O=C(O)c1cc2cc(Cl)ccc2oc1=O,-3,1.1,1,1.1,-5,1,-6,-5,0.46
CCn1c(-c2ccccc2Cl)nn(CC(=O)Nc2ccc(OC)cc2)c1=S,0,0.9,0,0.4,60*,0.4,5,56*,0.09
Fc1cccc(Cl)c1CSc1ncn[nH]1,7,1.1,-2,1,-3,0.9,2,8,0.62
CN(Cc1cccs1)C(=O)CSc1nnnn1C,4,1.1,4,1.1,-12,0.7,-2,28,-0.14
CC(=O)N=c1sc2nc3ccccc3nc2n1N(C(C)=O)C(C)=O,0,1.2,.,1.2,-22,1.2,8,-18,0.33
O=C(CCc1ccc(S(=O)(=O)NC2CCCCC2)cc1)Nc1ccccc1,-7,0.9,2,0.7,31,0.8,-7,22,0.7
O=C(CSc1ccccc1)Nc1ccc(N2CCN(c3ccccc3)CC2)c(F)c1,2,1,1,1.2,-18,1.1,1,-9,0.19
CCN(CC)S(=O)(=O)c1cc(C(=O)Nc2ccccc2C(=O)O)ccc1OC,7,1.2,-6,0.1,86*,0.9,-5,13,-0.66
Cn1c(SCC(=O)Nc2ccccc2)nc(O)cc1=O,0,1,-7,0.8,17,1.1,0,-9,0.75
O=c1[nH]n(-c2ccccn2)c(=O)c2ccccc12,4,1.4,-2,1.1,-8,1.1,-3,-9,-0.15
CCC(C)(C)NC(=O)c1ccc(S(=O)(=O)N(C)c2ccccc2OC)cc1,9,1.2,1,0.4,65*,0.8,16,15,-0.1
Cc1cc(C)nc(SCC(=O)O)n1,-4,1,.,1.2,-19,1.1,-6,-8,-0.84
COC(=O)c1c(NC(=O)c2ccco2)sc(C)c1C,-1,0.8,3,1,2,0.7,-1,30,-0.94
CCOC(=O)c1cnc2ccccc2c1NCCO,9,0.9,.,1,-1,0.9,-1,9,1
CC(C)n1nnnc1SCC(=O)NCc1ccco1,-12,.,-4,.,.,.,7,.,1
CSc1cccc(NC(=O)COc2cccc3ccccc23)c1,-15,1,1,2.2*,-121,0.7,-3,30,0.87
O=c1[nH]n(-c2ccc(Cl)cc2)c2ncccc12,-9,1,-1,1.1,-5,1,5,-4,0.28
CC(C(=O)Nc1sc2c(c1C(=O)NCc1ccco1)CCCC2)N1C(=O)c2ccccc2C1=O (stereo not drawn),-13,0.8,-3,0.9,8,1.1,-2,-6,1.6
CCOC(=O)N1CCN(C(=O)NC2CCCCC2)CC1,-2,1.1,4,1.2,-21,1.2,0,-16,0.14
O=C(CN(C(=O)CCC(=O)Nc1ccccn1)c1ccc2c(c1)OCO2)NCc1ccco1,-1,1.3,4,0.7,31,0.5,9,49,-0.07
O=C(NCCC1=CCCCC1)c1coc(=O)c(Br)c1,5,1,-8,0.7,33,0.7,-5,33,0.49
O=C1C2C3C=CC(C3)C2C(=O)N1c1ccc2c(c1)OCO2 (stereo not drawn),3,1.1,-7,1.1,-8,0.9,0,8,0.4

Rows were taken by chance. About 31% of those tested had a hit in this group.
